sPLA2-III inh: Inhibits HGIII-sPLA2 liposome hydrolysis, primary screen; Q9NZ20; QFRET BODIPY PC-A2 liposome hydrolysis, fluorescence; inhibition, % at 12.2 µM; 370,000 tested, 0.56% active;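 active = inhibition above mean plus 3 SD of compounds lying within the high and low control bounds, cut at about 19% in these data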;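 also: 0% = median of test compound wells and 100% = no enzyme DMSO wells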
ARFGAP1 inhibitor: rat ARFGAP1 inhibition; Arfgap1-stimulated ARF1 GTP hydrolysis, GDP FP detection; inhibition, % at 16.5 µM; 360,000 tested, 0.26% active; AID 651572;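 active = inhibition above a per-plate limit, mean inhibition of low control wells plus 3 SD, cut at about 25% in these data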;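 also: 0% = DMSO wells with enzyme and 100% = wells lacking Arfgap1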
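Assay system: Rat Arfgap1 GAP domain (His6, aa 1-136), purified enzyme | Buffer or medium: HEPES 25 mM pH 7.5, NaCl 150 mM, MgCl2, DTT | Schedule: GTP hydrolysis reaction 2 h at 25 °C | Signal: FP of antibody-bound GDP Alexa 633 tracer, ex 620/em 688 nm | Measure: Percent inhibition of Arfgap1-stimulated GTP hydrolysis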
UHRF1 MBD2 ctr: blocks human UHRF1 binding to methylated DNA; AID 687016; 370,000 tested, 0.75% active; UHRF1 binding to methylated oligo, TR-FRET; inhibition, % at 4.4 µM; in the data active = inhibition above about 21%;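 also: UHRF1 SRA domain binding a hemimethylated CpG hairpin DNA probe; 0% = median of test compound wells and 100% = reference inhibitor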
PLC-gamma1 inh: blocks human PLC-gamma1 enzyme activity | P19174 | purified PLC-gamma1, fluorogenic substrate, fluorescence | inhibition, % at 12.2 µM | 370,000 tested, 0.84% active; in the data active = inhibition above about 9.5%
KLK7 zymogen act: activates the human kallikrein-7 zymogen | 370,000 tested, 0.9% active | purified proKLK7, EDANS-DABCYL substrate fluorescence; 100% is mature enzyme control, 0% vehicle | activation, % at 7 µM | P49862;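 active = activation above the mean of all tested compounds plus 3 SD, computed per campaign excluding outliers beyond control limits, cut at about 13% in these data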
Tn7 DDE FP: DD(E)-Tn7 binding inhibition, primary FP screen; FP displacement of FITC-Tn7 peptide from fibrin DD(E); 0% = median of compound wells per plate; 370,000 tested, 0.13% active; AID 720508; inhibition, % at 8.3 µM;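 active = inhibition above the mean of compounds falling within the control limits plus 3 SD of them, cut at about 14% in these data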;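 also: 0% = plate median of compound wells and 100% = 10 µM Aha-Tn7 peptide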
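assay system = human clot-derived fibrin DD(E) complex | quantity = Fibrin-DD(E) at 2 µM final | timing = 10 min preincubation, 3 h with tracer, room temperature | signal = fluorescence polarization | measure = percent inhibition | benchmarks = high control wells with 10 µM unlabelled Aha-Tn7 peptide (full inhibition) | replicates = singlicate testing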
ASAP1 GAP inh: ASAP1 ArfGAP inhibition; Q9ULH1; ASAP1-stimulated ARF1 GTP hydrolysis, GDP FP detection; inhibition, % at 16.5 µM; 360,000 tested, 0.19% active; AID 624377; in the data active = inhibition above about 25%;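 also: 0% = vehicle with enzyme and substrate and 100% = no enzyme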
Tn6 DDE FP: DD(E)-Tn6 binding inhibition, primary FP screen. 370,000 tested, 0.21% active. inhibition, % at 8.3 µM. Fibrin DD(E) TRITC-Tn6 fluorescence polarization displacement. P02675. AID 720509;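 active = inhibition above a per-campaign cutoff: mean of compounds within control limits plus 3 SD, cut at about 15% in these data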;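 also: 0% = median of all compound wells on the plate and 100% = blocking peptide control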
PLC-beta3 inh: inhibitors of human phospholipase C beta3; Q01970; Purified PLC-beta3, fluorogenic substrate, fluorescence; inhibition, % at 12.2 µM; 370,000 tested, 0.18% active; AID 720704; in the data active = inhibition above about 11%;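 also: 0% = median of compound wells on plate and 100% = full blocker control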
Target sequence (Q01970 whole entry, looked up): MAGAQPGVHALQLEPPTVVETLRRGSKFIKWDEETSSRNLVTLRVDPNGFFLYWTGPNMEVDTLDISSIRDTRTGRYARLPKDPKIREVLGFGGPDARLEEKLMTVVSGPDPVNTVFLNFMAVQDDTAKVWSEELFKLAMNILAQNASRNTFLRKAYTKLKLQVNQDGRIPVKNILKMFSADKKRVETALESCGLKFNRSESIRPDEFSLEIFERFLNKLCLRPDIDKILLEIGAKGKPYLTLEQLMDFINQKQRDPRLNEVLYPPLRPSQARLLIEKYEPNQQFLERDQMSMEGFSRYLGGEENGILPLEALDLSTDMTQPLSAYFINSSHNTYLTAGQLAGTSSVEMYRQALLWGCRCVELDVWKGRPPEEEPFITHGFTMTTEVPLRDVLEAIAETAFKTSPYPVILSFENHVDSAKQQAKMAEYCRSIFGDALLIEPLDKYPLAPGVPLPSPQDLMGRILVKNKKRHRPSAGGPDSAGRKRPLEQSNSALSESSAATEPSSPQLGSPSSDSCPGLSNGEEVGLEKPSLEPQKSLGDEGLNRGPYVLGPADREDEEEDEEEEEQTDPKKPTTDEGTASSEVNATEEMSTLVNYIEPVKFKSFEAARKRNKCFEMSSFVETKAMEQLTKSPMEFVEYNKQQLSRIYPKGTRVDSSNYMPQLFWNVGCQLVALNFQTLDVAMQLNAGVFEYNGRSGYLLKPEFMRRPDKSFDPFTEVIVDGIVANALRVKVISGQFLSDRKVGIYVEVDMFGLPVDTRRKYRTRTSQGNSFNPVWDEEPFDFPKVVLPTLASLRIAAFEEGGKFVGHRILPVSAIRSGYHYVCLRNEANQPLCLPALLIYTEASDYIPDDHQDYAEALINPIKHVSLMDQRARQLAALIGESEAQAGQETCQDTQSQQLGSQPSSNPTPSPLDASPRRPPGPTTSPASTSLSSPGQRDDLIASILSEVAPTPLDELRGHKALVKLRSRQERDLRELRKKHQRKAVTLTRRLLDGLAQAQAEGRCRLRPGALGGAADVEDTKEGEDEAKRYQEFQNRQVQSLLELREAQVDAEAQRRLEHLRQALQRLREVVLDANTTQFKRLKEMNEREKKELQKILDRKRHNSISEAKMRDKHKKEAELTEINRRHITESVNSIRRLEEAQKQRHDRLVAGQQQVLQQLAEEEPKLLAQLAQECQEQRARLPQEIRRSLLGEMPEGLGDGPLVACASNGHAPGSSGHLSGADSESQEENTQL
Rev-erbA mod: Rev-erb alpha (human) modulation. P20393. Rev-erbα–FITC-DNA binding, fluorescence polarization, 90 min. activity, % at 10 µM. 370,000 tested, 0.79% active. AID 1259318;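 active = activity above about 14%, limit read from the data; passing the limit was not always enough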;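 also: 0% = DMSO wells with 35 nM protein and 100% = DMSO wells with 750 nM protein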
The depositor's hits bear a star.

Cc1ccc(NC(=O)CN(C)C(=O)C2CSC3(C)CCC(=O)N23)cc1 (stereo not drawn) was read as sPLA2-III inh -3, ARFGAP1 inhibitor -19, UHRF1 MBD2 ctr -1, PLC-gamma1 inh 4, KLK7 zymogen act -0.5, Tn7 DDE FP 7, ASAP1 GAP inh 0, Tn6 DDE FP 0, PLC-beta3 inh 0 and Rev-erbA mod 4.
CC(=O)NCCNc1nc(NCC2CC2)nc2cc(-c3ccccc3)sc12 was read as sPLA2-III inh -6, ARFGAP1 inhibitor 1, UHRF1 MBD2 ctr 0, PLC-gamma1 inh -12, KLK7 zymogen act 0.1, Tn7 DDE FP -4, ASAP1 GAP inh -9, Tn6 DDE FP -2, PLC-beta3 inh -23 and Rev-erbA mod -2.
Cc1cc(Cl)ccc1OC(C)C(=O)Nc1cccc(S(=O)(=O)N2CCOCC2)c1 (stereo not drawn) was read as sPLA2-III inh 9, ARFGAP1 inhibitor 2, UHRF1 MBD2 ctr 2, PLC-gamma1 inh 4, KLK7 zymogen act 0.3, Tn7 DDE FP 5, ASAP1 GAP inh 15, Tn6 DDE FP -1, PLC-beta3 inh -4 and Rev-erbA mod -4.
Cc1cc(C)n(C(=O)/C(C#N)=N\Nc2ccccc2[N+](=O)[O-])n1 was read as sPLA2-III inh 2, ARFGAP1 inhibitor 2, UHRF1 MBD2 ctr -1, PLC-gamma1 inh 1, KLK7 zymogen act 0.4, Tn7 DDE FP 6, ASAP1 GAP inh 1, Tn6 DDE FP 6 and PLC-beta3 inh -5.
For Cc1cc(C)c(NC(=O)C(C)Sc2nc3ccc(N4C(=O)c5ccccc5C4=O)cc3s2)c(C)c1 (stereo not drawn) the results were sPLA2-III inh 8, ARFGAP1 inhibitor -7, UHRF1 MBD2 ctr -2, PLC-gamma1 inh 0, KLK7 zymogen act 0.3, Tn7 DDE FP 4, ASAP1 GAP inh -3, Tn6 DDE FP 7, PLC-beta3 inh -2 and Rev-erbA mod 4.
`O=C(c1nc2ccc(Cl)cn2c1CN1CCC[C@H]1CO)N1CCc2ccccc2C1` gave sPLA2-III inh 6, ARFGAP1 inhibitor -7, UHRF1 MBD2 ctr 0, PLC-gamma1 inh -23, KLK7 zymogen act -0.1, Tn7 DDE FP 6, ASAP1 GAP inh 0, Tn6 DDE FP -2, PLC-beta3 inh -37 and Rev-erbA mod -8.
Screening CCOC(=O)c1nnn(-c2nonc2N)c1CN(C)Cc1ccccc1 returned sPLA2-III inh -6, ARFGAP1 inhibitor -1, UHRF1 MBD2 ctr -1, PLC-gamma1 inh 0, KLK7 zymogen act -0.5, Tn7 DDE FP -1, ASAP1 GAP inh 3, Tn6 DDE FP 1, PLC-beta3 inh -2 and Rev-erbA mod 3.
Cn1c(=O)c2c(nc(SCC(=O)NC3CCCC3)n2C)n(C)c1=O was read as sPLA2-III inh 0, ARFGAP1 inhibitor 3, UHRF1 MBD2 ctr 1, PLC-gamma1 inh 2, KLK7 zymogen act 0.0, Tn7 DDE FP 0, ASAP1 GAP inh -6, Tn6 DDE FP 11, PLC-beta3 inh 0 and Rev-erbA mod 2.
For CCOC(=O)c1c(C)n(C)c2cc(Br)c(C(=O)OC)cc12 the results were sPLA2-III inh 3, ARFGAP1 inhibitor 5, UHRF1 MBD2 ctr 8, PLC-gamma1 inh 4, KLK7 zymogen act -0.2, Tn7 DDE FP 10, ASAP1 GAP inh 9, Tn6 DDE FP -3, PLC-beta3 inh 4 and Rev-erbA mod 5.
O=C(CCS(=O)(=O)c1ccc(Br)cc1)Nc1ccccn1 was read as sPLA2-III inh 3, ARFGAP1 inhibitor -3, UHRF1 MBD2 ctr 1, PLC-gamma1 inh -3, KLK7 zymogen act -0.5, Tn7 DDE FP -2, ASAP1 GAP inh -3, Tn6 DDE FP 2, PLC-beta3 inh -1 and Rev-erbA mod 4.
Screening CC(C)C[C@H](NC(=O)c1nc[nH]c1C(=O)N[C@@H](CC(C)C)C(=O)OC(C)(C)C)C(=O)OC(C)(C)C returned sPLA2-III inh -2, ARFGAP1 inhibitor -4, UHRF1 MBD2 ctr -4, PLC-gamma1 inh 9, KLK7 zymogen act -0.2, Tn7 DDE FP -2, ASAP1 GAP inh -3, Tn6 DDE FP -3, PLC-beta3 inh 8 and Rev-erbA mod 4.
`CCN(CC)C(=O)c1ccc(-c2nnc(Nc3ccc(O)cc3)c3ccccc23)cc1` gave sPLA2-III inh -1, ARFGAP1 inhibitor 4, UHRF1 MBD2 ctr 5, PLC-gamma1 inh 2, KLK7 zymogen act -0.2, Tn7 DDE FP 0, ASAP1 GAP inh 2, Tn6 DDE FP -2, PLC-beta3 inh -1 and Rev-erbA mod -4.
For CC(C)CC(N)c1cn([C@@H](CCC(=O)O)C(=O)N2CCNCC2)nn1 (stereo partly drawn) the results were sPLA2-III inh 9, ARFGAP1 inhibitor -4, UHRF1 MBD2 ctr 4, PLC-gamma1 inh 0, KLK7 zymogen act 0.4, Tn7 DDE FP 4, ASAP1 GAP inh -3, Tn6 DDE FP -1, PLC-beta3 inh -258 and Rev-erbA mod 0.
Screening c1cncc(Oc2ccc(NCCc3c[nH]c4ccccc34)cc2)c1 returned sPLA2-III inh 12, ARFGAP1 inhibitor -9, UHRF1 MBD2 ctr 4, PLC-gamma1 inh -56, KLK7 zymogen act 0.5, Tn7 DDE FP 4, ASAP1 GAP inh 10, Tn6 DDE FP -14, PLC-beta3 inh -66 and Rev-erbA mod 0.
`O=c1oc(/C=C/c2ccccc2)nc2sc3c(c12)CCC3` gave sPLA2-III inh 0, ARFGAP1 inhibitor 6, UHRF1 MBD2 ctr -1, PLC-gamma1 inh -3, KLK7 zymogen act 0.1, Tn7 DDE FP 7, ASAP1 GAP inh -6, Tn6 DDE FP 6, PLC-beta3 inh -6 and Rev-erbA mod 3.
Screening Clc1ccc(-c2c[n+]3c(n2-c2ccccc2)SCC3)cc1 returned sPLA2-III inh 0, ARFGAP1 inhibitor -4, UHRF1 MBD2 ctr 3, PLC-gamma1 inh -2, KLK7 zymogen act -0.6, Tn7 DDE FP 0, ASAP1 GAP inh 3, Tn6 DDE FP -4, PLC-beta3 inh -6 and Rev-erbA mod 0.
Screening Cc1ccc(S(=O)(=O)N(C)CC(=O)NNC(=O)Cc2cccc(F)c2)cc1 returned sPLA2-III inh -10, ARFGAP1 inhibitor 6, UHRF1 MBD2 ctr -1, PLC-gamma1 inh 4, KLK7 zymogen act -0.6, Tn7 DDE FP -1, ASAP1 GAP inh 5, Tn6 DDE FP 4, PLC-beta3 inh -4 and Rev-erbA mod 7.
Screening O=C(O)COCc1nc2ccccc2s1 returned sPLA2-III inh 3, ARFGAP1 inhibitor 8, UHRF1 MBD2 ctr -2, PLC-gamma1 inh 2, KLK7 zymogen act 1.3, Tn7 DDE FP -9, ASAP1 GAP inh 0, Tn6 DDE FP 4, PLC-beta3 inh -5 and Rev-erbA mod 0.
Screening Cn1c(N)c(C(=O)COC(=O)COc2ccc(Cl)cc2)c(=O)n(C)c1=O returned sPLA2-III inh -8, ARFGAP1 inhibitor 20, UHRF1 MBD2 ctr -4, PLC-gamma1 inh 0, KLK7 zymogen act 0.4, Tn7 DDE FP 7, ASAP1 GAP inh -7, Tn6 DDE FP 5, PLC-beta3 inh 4 and Rev-erbA mod 5.
COCCNC(=O)C1Cc2c(-c3ccc(NC(C)=O)cc3)ccnc2O1 (stereo not drawn) was read as sPLA2-III inh -2, ARFGAP1 inhibitor -3, UHRF1 MBD2 ctr 2, PLC-gamma1 inh -3, KLK7 zymogen act 0.3, Tn7 DDE FP 8, ASAP1 GAP inh -23, Tn6 DDE FP 2, PLC-beta3 inh 1 and Rev-erbA mod 0.
For CCCOc1ccc(/C=C/C(=O)Nc2ccc([N+](=O)[O-])cc2C)cc1 the results were sPLA2-III inh 0, ARFGAP1 inhibitor -7, UHRF1 MBD2 ctr -2, PLC-gamma1 inh 0, KLK7 zymogen act 0.6, Tn7 DDE FP -1, ASAP1 GAP inh 7, Tn6 DDE FP 7, PLC-beta3 inh 0 and Rev-erbA mod 1.
For CCCCOCCCNC(=O)C[C@H]1C[C@@]2(C(=O)OC)C(=C[C@H](C(C)C)O[C@@H]2C2CC2)N(Cc2ccco2)C1=O the results were sPLA2-III inh -12, UHRF1 MBD2 ctr -4, PLC-gamma1 inh 1, KLK7 zymogen act 0.4, Tn7 DDE FP -1, Tn6 DDE FP -4, PLC-beta3 inh 3 and Rev-erbA mod -5.
Cc1nc(=O)c(-c2ccccc2)c(C)n1-c1ccc(O)cc1 was read as sPLA2-III inh -7, ARFGAP1 inhibitor 3, UHRF1 MBD2 ctr -2, PLC-gamma1 inh -2, KLK7 zymogen act -0.1, Tn7 DDE FP 2, ASAP1 GAP inh -2, Tn6 DDE FP 7, PLC-beta3 inh -1 and Rev-erbA mod -1.
`COc1ccccc1N1CCN(C(=O)c2ccc3nc(-c4ccco4)c(-c4ccco4)nc3c2)CC1` gave sPLA2-III inh -9, ARFGAP1 inhibitor 1, UHRF1 MBD2 ctr -5, PLC-gamma1 inh -183, KLK7 zymogen act -1.2, Tn7 DDE FP -4, ASAP1 GAP inh 1, Tn6 DDE FP -8, PLC-beta3 inh -234 and Rev-erbA mod -13.
Screening COc1ccc(C(=O)NCc2nnc(SCC(=O)Nc3cc(Cl)ccc3OC)o2)cc1 returned sPLA2-III inh -13, ARFGAP1 inhibitor 1, UHRF1 MBD2 ctr -1, PLC-gamma1 inh 3, KLK7 zymogen act 0.8, Tn7 DDE FP -10, ASAP1 GAP inh 12, Tn6 DDE FP -9, PLC-beta3 inh 1 and Rev-erbA mod -3.
CCCc1nc(NCC2CCCO2)c2nnn(Cc3ccccc3)c2n1 (stereo not drawn) was read as sPLA2-III inh -2, ARFGAP1 inhibitor -4, UHRF1 MBD2 ctr 1, PLC-gamma1 inh 3, KLK7 zymogen act -0.1, Tn7 DDE FP 3, ASAP1 GAP inh -12, Tn6 DDE FP 7, PLC-beta3 inh 4 and Rev-erbA mod -3.
Screening O=c1c(Cc2ccc(F)cc2)c(O)ccn1C1CC1 returned sPLA2-III inh 3, ARFGAP1 inhibitor 6, UHRF1 MBD2 ctr 1, PLC-gamma1 inh -4, KLK7 zymogen act 0.2, Tn7 DDE FP 2, ASAP1 GAP inh 1, Tn6 DDE FP 0, PLC-beta3 inh -1 and Rev-erbA mod 1.
`COc1cccc(-c2nc(CS(=O)(=O)CC(=O)NCCCN3CCN(C)CC3)c(C)o2)c1` gave sPLA2-III inh -1, ARFGAP1 inhibitor 2, UHRF1 MBD2 ctr 4, PLC-gamma1 inh 4, KLK7 zymogen act -0.7, Tn7 DDE FP 2, ASAP1 GAP inh 3, Tn6 DDE FP -4, PLC-beta3 inh -5 and Rev-erbA mod 6.

From PubChem BioAssay
